Screens (PubChem)
ATXN2 expr inh = inhibitors of ATXN2 expression; HEK-293 ATXN2-luciferase reporter, luminescence, 24 h; Potency, µM (doses to about 57 µM), inactives show at the highest dose activity change, negative = inhibition, most hits filed as inhibitors; 360,000 compounds, 0.72% hits; also: potency is read from the fitted curve at half-maximal effect; % is scaled to controls: 0 for no effect and ±100 for the full control effect; nearly all actives have a fitted effect of over 55% in size
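qHTS (up to 57 uM final) was run with 24 h compound exposure of reporter cells at 37 °C. Each well was multiplexed: SteadyGlo luminescence measured ATXN2-luciferase expression after a fluorogenic Gly-Phe-AFC viability readout (25 uM final).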
HepG2 viability = counter-screen for TGF-b inhibitors: cytotoxicity in HepG2 cells. Potency, µM (titrated, usually from 46.1 µM), without a hit: top-dose activity change, negative = cytotoxicity, usual class: cytotoxic. 410,000 compounds, 0.76% hits. HepG2 CAGA-GFP viability, ATP luminescence, 18 h. AID 588856; also: potency is read from the fitted curve at half-maximal effect; some results filed as inactive show a strong effect at the top dose
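HepG2 CAGA-GFP cells (1000/well, DMEM with 1% FBS) received compound, then TGF-beta at 500 pg/mL final, and were incubated 18 hours at 37 degrees C. Viability was read by CellTiter-Glo luminescence. Media-only wells were set as complete cell-killing and DMSO as no toxicity.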
IL1B secr inh = blocks inflammasome-driven IL-1 beta release; THP-1 LPS/ATP IL-1B secretion, AlphaLISA, 16 h; stronger effect = lower value; 360,000 compounds, 4.7% hits; activity change, % at 57.5 µM; in the data active = activity change below about -50%; inconclusive = mostly about -30% to -49%; also: % is scaled to controls: 0 for no effect and ±100 for the full control effect
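Secreted IL-1B measured by AlphaLISA bead assay after 16 h compound exposure of THP-1 cells; compounds (final up to 57.5 uM) added 1 h before LPS (250 ng/mL) and ATP (1.25 mM) stimulation; lower signal means less secretion.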
Nrf2 block = Nrf2 pathway inhibition. A549 ARE-Fluc reporter, luciferase luminescence, 18-24 h. Potency, µM (titrated, usually from 46 µM), without a hit: top-dose activity change, negative = inhibition, most hits filed as inhibitors. 360,000 compounds, 2.1% hits. AID 504444; also: potency is read from the fitted curve at half-maximal effect; % is scaled to controls: 0 for no effect and ±100 for the full control effect; nearly all actives have a fitted effect of over 60% in size
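A549 ARE_Fluc cells, 5000/well, 5% FBS OPTI-MEM; compounds in dose-response, 18-24 h at 37 °C/5% CO2; CellTiter-Fluor viability read (Ex 405/Em 525), then BugLite luciferase luminescence = Nrf2 activity.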
S2 tox = cell viability loss in ATXN counter-screen. Potency, µM (doses to about 56.7 µM), actives largely listed as cytotoxic. AID 651635. S2 cells (HEK-293 line with an ATXN2-luciferase reporter) viability, CellTiter-Fluor protease fluorescence, 24 h. 400,000 compounds, 0.49% hits; also: potency is read from the fitted curve at half-maximal effect; nearly all actives have a fitted effect of over 40% in size
MCF10A rerep = induces DNA re-replication in MCF 10a normal breast cells; MCF 10A DNA re-replication, Hoechst nuclear intensity, 48 h; Potency, µM (top dose mostly 46.1 µM), inactives show at the highest dose activity, positive = re-replication, most hits filed as activators; 350,000 compounds, 2.9% hits; AID 624296; also: potency is read from the fitted curve at half-maximal effect; % of control where 0% means no effect; nearly all actives have a fitted effect of over 50% in size
TGFb inhibitor = inhibitors of TGF-b signaling. HepG2 CAGA-GFP TGF-b/SMAD3 reporter, GFP fluorescence, 18 h; TGF-beta stimulated, 500 pg/mL final. Potency, µM (titrated, usually from 46.1 µM), without a hit: top-dose activity, negative = inhibition, usual class: inhibitors. 410,000 compounds, 1.2% hits; also: potency is read from the fitted curve at half-maximal effect; % is scaled to controls: 0 for no effect and ±100 for the full control effect; nearly all actives have a fitted effect of over 65% in size
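HEPG2 CAGA-GFP reporter cells (1000/well, DMEM with 1% FBS) received compounds, then recombinant TGF-beta at 500 pg/mL final for 18 hours at 37 degrees C. Per-cell GFP summed per well was normalised to unstimulated and stimulated DMSO controls before curve fitting.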
A549 viability = A549 cytotoxicity, counter-screen for Nrf2 inhibitors; A549 ARE-Fluc cells, CellTiter-Fluor viability, 18-24 h; Potency, µM (doses to about 46 µM), for inactives: top-dose activity change, negative = cytotoxicity, hits mostly inhibitors; 390,000 compounds, 0.16% hits; also: potency is read from the fitted curve at half-maximal effect; % is scaled to controls: 0 for no effect and ±100 for the full control effect
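A549 ARE_Fluc cells in 5% FBS OPTI-MEM were exposed to compounds in concentration-response for 18-24 h at 37 deg C. Viability was read by CellTiter-Fluor fluorescence (Ex 405/Em 525) after 30 min, before the luciferase read.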
Nrf2 activator = activates Nrf2 signaling | Potency, µM (series often up to 46.1 µM), for the others: top-dose activation, hits mostly activators | AREc32 ARE-luciferase reporter (MCF7-derived line), luminescence, 24 h | 410,000 compounds, 0.31% hits; also: potency is read from the fitted curve at half-maximal effect; % of control where 0% means no effect; nearly all actives have a fitted effect of over 65% in size
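Luciferase luminescence (Steady-Glo, 30 min at room temperature) served as the read-out of ARE activation in AREc32 cells treated with compounds for 24 hr at 37 deg C.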
Starred values were filed as active, the others as inactive; i = inactive; ? = inconclusive; · = no result given; [ ] = dose if it differs, or a comment. Unless noted, calls follow the shape of the dose curve; as a rule, active = well fitted curve in the direction sought with a large enough effect; inconclusive = small, poorly fitted or top-dose-only effect, or another doubt; inactive = no such curve, though single readings can be large; an effect the other way counts as inactive or inconclusive.

Start of the listing, in advance (2 entries):
SMILES,TGFb inhibitor,A549 viability,Nrf2 block,MCF10A rerep,Nrf2 activator,IL1B secr inh,S2 tox,HepG2 viability,ATXN2 expr inh
O=C(O)CSc1nnc(C2COc3ccccc3O2)n1-c1ccccc1 (stereo not given),-1%,5%,3%,0%,-0.4%,-6,i,6%,1%
CCCc1cc(=O)oc2cc(OCC(=O)NCCN3CCOCC3)c(Cl)cc12,-2%,·,·,·,3.7%,15,·,3%,·

The list itself, from the first entry:
SMILES,TGFb inhibitor,A549 viability,Nrf2 block,MCF10A rerep,Nrf2 activator,IL1B secr inh,S2 tox,HepG2 viability,ATXN2 expr inh
O=C(O)CSc1nnc(C2COc3ccccc3O2)n1-c1ccccc1 (stereo not given),-1%,5%,3%,0%,-0.4%,-6,i,6%,1%
CCCc1cc(=O)oc2cc(OCC(=O)NCCN3CCOCC3)c(Cl)cc12,-2%,·,·,·,3.7%,15,·,3%,·
CC[N+](CC)(CC)CC(=O)Nc1ccc(SC(F)F)cc1,2%,3%,4%,3%,1.6%,-96*,i,10%,-25%
CCN=C1SC(CC(=O)NC(C)c2ccccc2)C(=O)N1CC (stereo not given),-24%,-6%,9%,-4%,-0.9%,0,i,-19%,0%
Cc1ccc(C(=O)NCC(=O)NCC(=O)OCc2ccc(Cl)cc2)cc1,-9%,-2%,11%,3%,-0.6%,-98*,i,12%,-20%
O=C(O)CCCCCN1C(=O)C(O)=C(C(=O)/C=C/c2ccccc2)C1c1ccccc1[N+](=O)[O-] (stereo not given),4%,-16%,7%,-3%,4.6%,23,i,-4%,-4%
CCn1c(=O)cc(OCC(=O)O)c2ccccc21,-12%,-15%,?,-7%,0.4%,22,i,8%,6%
COc1ccc(C2c3ccc(O)cc3Oc3ncn(CCCO)c(=N)c32)cc1OC (stereo not given),-2%,0%,-9%,-2%,1.6%,0,i,-3%,-6%
Cc1cc(NC(=O)Cc2c(F)cccc2Cl)no1,13%,4%,-5%,7.3µM*,-0.8%,3,i,-27%,0%
COc1cc(C(=O)NCC(=O)N/N=C(\C)Cc2ccccc2)cc(OC)c1OC,-1%,-2%,4%,-1%,-0.5%,21,i,-4%,11%
O=C(NC12CC3CC(CC(C3)C1)C2)c1c(Cl)cccc1Cl,6%,-4%,-4%,-15%,-0.5%[9.22 µM],10,i,4%,4%
COc1ccc(C2C(C#N)=C(N)OC3=C2C(=O)CCC3)cc1Cn1nc(C)c([N+](=O)[O-])c1C (stereo not given),?,-1%,7%,2%,5.2%,-10,i,-21%,-6%
CC1S/C(=C(\C#N)C(=O)NCc2ccco2)N(c2ccc(F)cc2)C1=O (stereo not given),-7%,6%,·,1%,7.1%,11,i,0%,5%
COc1ccccc1NCC(=O)NNCC(=O)Nc1ccc(F)c(Cl)c1,-16%,0%,-2%,?,3.7%,-12,i,2%,-33%
CNC(=O)C(=O)Nc1nc(C23CC4CC(CC(C4)C2)C3)cs1,-9%,10%,?,?,3.9%,-22,i,-15%,5%
Nc1nnc(SCC(=O)NC2CCCCC2)s1,0%,1%,·,-3%,-0.7%,9,?,9%,4%
CCOC(=O)N1CCN(S(=O)(=O)c2ccc(C(=O)Nc3sc4c(c3C#N)CC(C)(C)NC4(C)C)cc2)CC1,-2%,-3%,-6%,-17%,-0.8%,16,?,4%,2%
COc1ccc(-n2c(SCC(=O)N3CCC(C(=O)O)CC3)nc3ccccc3c2=O)cc1OC,-1%,15%,3%,13%,1.7%,26,i,-5%,2%
COc1ccccc1CNc1cc(C)ccc1C,-7%,?,8%,11%,-0.2%,14,i,0%,-15%
O=C(NCCc1ccc(Cl)cc1Cl)c1cncc(Br)c1,-8%,3%,?,4%,-0.7%,-2,i,-16%,·
O=C(CN1CCN(c2ccccn2)CC1)Nc1ccc(Oc2ccccc2)cc1,-2%,17%,·,-18%,1.0%,-7,i,-37%,-12%
COCCNC(=O)c1cccc(NS(=O)(=O)c2cccc3cccnc23)c1,-7%,-5%,-2%,-5%,0.1%,16,i,-10%,-2%
O=C(NCCc1ccccc1)c1cc2sccc2n1Cc1ccc(F)cc1,?,3%,?,·,0.6%,·,i,-33%,-10%
CC(=O)c1ccc(N2C(=O)N(Cc3cc(C)ccc3C)c3ccccc3S2(=O)=O)cc1,-18%,0%,·,·,-1.4%,·,i,-5%,8%
COc1cc(/C(C)=N\NC(N)=S)cc(OC)c1OC,-2%,0%,-18%,25%,2.8%,2,i,-2%,-4%
CCN(CC(=O)Nc1ccccc1C(F)(F)F)C(=O)c1cc2c(s1)CCCCC2,-21%,-5%,-17%,?,0.2%,-53*,i,-10%,2%
Cc1ccc(Cn2c(=O)n(Cc3nc(-c4ccccc4)no3)c(=O)c3cc4c(cc32)OCO4)cc1,-11%,8%,0%,·,-0.3%,·,i,-13%,11%
CCN(CC(=O)NCc1cccs1)C(=O)c1cccc(S(=O)(=O)Nc2cccc(C)c2)c1,-5%,2%,-24%,2%,6.3%,1,i,3%,·
COc1ccccc1N(CC(=O)NCCSC(C)(C)C)S(C)(=O)=O,12%,-12%,13%,13%,0.3%,-18,i,-4%,-4%
COc1ccccc1C(=O)NCCCNc1ccc([N+](=O)[O-])cc1,3%,-3%,?,12%,-0.8%,-11,i,0%,-3%
CCC(=O)N1CCc2cc(Br)cc(S(=O)(=O)CCC(=O)NCc3cccc(OC)c3)c21,-18%,8%,-8%[9.27 µM],·,0.7%,·,i,-10%,-1%
COc1ccc(NC(=O)CSc2nnc(NC(=O)C3CC3)s2)cc1OC,17%,-2%,0%,-3%,0.2%,-9,i,29%,6%
CCOC(=O)c1sc(=NC(=O)c2ccc(Cl)s2)n(C)c1C,18%,-1%,?,0%,5.6%,15,i,15%,39%[activator]
COc1ccc(NC(=O)C2CC(=O)OC2(C)C)cc1 (stereo not given),14%,16%,-2%,-2%,-0.3%,-12,i,1%,0%
CCN(CC(=O)Nc1ccc(OC)cc1)CC(=O)Nc1cccc(C#N)c1,-4%,-2%,15%,8%,-0.4%,-2,i,22%,3%
O=C(NCc1ccco1)/C(=C/C=C\c1ccccc1)NC(=O)c1ccc(Br)o1,-24%,1%,-19%,?,-0.1%,-8,i,-6%,?
O=C(CSc1cn[nH]n1)Nc1ccc(Cl)cc1Cl,4%,-9%,?,0%,5.6%,?,i,3%,34%
CSc1cccc(NC(=O)CN(C)S(=O)(=O)c2ccccc2)c1,-16%,1%,19%,11%,4.7%,3,i,-1%,30%
COc1cc(/C=C/C(=O)OCC(=O)c2ccc3c(c2)NC(=O)CO3)ccc1OC(F)F,-3%,2%,-3%,1%,0.3%,33,i,5%,-10%
Cc1c(Cc2ccccc2)c(=O)oc2c(C)c(OCC(=O)NCC3CCC(C(=O)O)CC3)ccc12 (stereo not given),6%,6%,-17%,-4%,-0.4%,14,i,-20%,-4%
CC(Cc1ccccc1)NC(=O)CCCN1C(=O)c2ccccc2C1=O (stereo not given),-9%,3%,1%,-1%,-0.1%,6,i,4%,10%
CSC(=NNC(=O)c1ccccc1O)SC,1%,-4%,2%,-6%,3.4%,-9,i,3%,2%
COc1cc(C(=O)N2CCN(S(=O)(=O)c3cc(C)ccc3C)CC2)ccc1OCC(=O)N1CCOCC1,-6%,0%,8%,5%,-0.9%,?,i,-8%,-8%
CC(=O)Nc1cccc(NC(=O)c2ccccc2OCc2c(C)noc2C)c1,-19%,5%,-2%,1%,0.6%,-3,i,2%,10%
Cc1ccc(-c2nnc(Nc3cccc(C(F)(F)F)c3)c3ccccc23)cc1S(=O)(=O)N1CCOCC1,?,-3%,·,·,4.2%,·,·,-26%,·
CCc1ccccc1NC(=S)N(CCN1CCOCC1)C1CCN(C(C)=O)CC1,0%,6%,?,6%,2.5%,8,i,17%,0%
COc1ccc(C(=O)n2cnnc2N)cc1,-16%,7%,?,?,-0.5%,-27,i,-2%,-8%
CCCCN(C(=O)CSc1nnc(Nc2ccccc2)s1)c1c(N)n(CCC)c(=O)[nH]c1=O,-25%,7%,-14%,0%,3.6%,20,i,-5%,·
COc1ccc(NC(=O)CSc2nnnn2C2CC3C=CC2C3)cc1 (stereo not given),0%,-6%,21%,-46%[inhibitor],0.1%,-11,i,-3%,24%
CC(C)(C)C(=O)COC(=O)CNC(=O)c1ccc(Oc2ccccc2)cc1,23%,-1%,1%,-5%,-0.9%,1,i,7%,0%
CCOc1ccc(NC(=O)CN(C)C(=O)CN2C(=O)c3ccc([N+](=O)[O-])cc3C2=O)cc1OCC,7%,-12%,6%,0%,0.1%,9,i,19%,-1%
CCn1c(=O)cc(SCC(=O)Nc2ccc(C)c(F)c2)c2ccccc21,6%,-4%,23µM*,·,-0.5%,·,?,-18%,-25%
COc1ccc2occ(NC(C)=O)c2c1,-15%,-1%,?,371%[0.0737 µM],3.2%,8,i,5%,16%
Cc1ccc(S(=O)(=O)NCCC(=O)NC2CCCC2)cc1,2%,7%,7%,3%,-0.4%,-2,i,9%,3%
CCOC(=O)C(=O)C1=C(N2CCOCC2)/C(=C\c2cccc([N+](=O)[O-])c2)CC1,0%,-5%,7%,1%,-0.5%,0,i,-2%,-2%
COc1ccc(-n2c(SCC(=O)/C(C#N)=C(\C)N)nc3ccccc3c2=O)cc1OC,?,0%,4%,1%,2.5%,27,i,-14%,·
